Screening results as filed in PubChem.
CFTR F508del cor = CFTR F508del correction in bronchial cells. AID 720511. 0.36% of 350,000 active. activity (quench increase), % at 7.58 µM. CFBE cells, YFP halide quenching; stimulated with forskolin plus potentiator P3; % fluorescence drop versus neutral controls;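 active = mean added fluorescence quench of at least 8% versus neutral control, with both replicates also reaching 8%; inconclusive = only one of the mean or replicate conditions met; inactive = mean below 8% and not both replicates reaching 8%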;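 note: cells transiently co-express mutant CFTR-F508del with the halide-sensitive YFP; corrector assay measuring rescue of mutant channel to the surface after 24 h compound exposure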
GSIS activator = primary screen for activators of insulin secretion dependent on glucose, INS-1E cells, GLuc reporter luminescence; INS-1E GLuc reporter insulin secretion, 2-3 h; AID 743287; 0.61% of 370,000 active; activation, % at 16.6 µM;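 active = lowest replicate activation of at least 40%, so every replicate reaches that level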;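 note: 0% = median of neutral control wells and 100% = median of IBMX positive control wells; some compounds called inactive have numbers as strong as hits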
PAX8 reporter = lowers PAX8-driven luciferase in RMG-I cells. inhibition, % at 12.6 µM. 1.2% of 360,000 active. RMG-I TPO-luciferase reporter, SteadyGlo, 24 h;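 active = mean replicate inhibition at least 60% with every replicate also reaching 60%; inconclusive = only one of the two criteria is met; inactive = mean below 60% and not all replicates reaching 60%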;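 note: luciferase light reporting Pax8 driven TPO promoter activity; plate controls were median of neutral control wells for no effect and mitoxantrone controls for full effect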
DENV2 CPE rescue = inhibitors of DENV2 cytopathic effect; 1.7% of 350,000 active; DENV2-infected cells, cytopathic effect rescue, plate reader; CPE inhibition, % at 9.99 µM; AID 651640; in the data active = CPE inhibition above about 20%, passing the limit was not always enough; inconclusive = no clear call, values can overlap the other calls; tested in BHK-21 cells;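 note: 0% = median of neutral control wells and 100% = median of positive control wells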
EWS-Fli block = EWS/Fli transcriptional activity inhibition; AID 651661; 0.67% of 350,000 active; inhibition, % at 12.6 µM; A673 NR0B1-luciferase reporter, viability-normalised;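 active = mean inhibition of at least 50% after viability correction, with every replicate also passing that limit; inconclusive = mean reaches 50% but only one of two replicates passes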;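 note: firefly luciferase signal divided by Alamar Blue viability fluorescence both relative to DMSO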
Xi reactivation = X-chromosome reactivation activator. XiGFP mouse fibroblasts, % GFP-positive cells imaging, 3 d; cells co-treated with 5-aza-dC sensitizer; scaled so ellipticine positive control = 100%. activation, % at 7.58 µM. AID 743238. 0.055% of 360,000 active;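 active = mean normalized replicate activation at least 10% and every replicate at or above 10%; inconclusive = only one of the two criteria met; inactive = mean below 10% and not all replicates reach 10%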;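 note: 0% = median of on-plate neutral control wells and 100% = ellipticine 6 µM median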
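assay system = SV40-immortalized XiGFP fibroblast cells, line 68-5-11 | buffer or medium = DMEM plus 5-aza-dC sensitizer | doses = single-point pinned compound dosing | times = 3-day compound exposure, then 15 min fixation at room temperature | benchmarks = positive control ellipticine, 6 µM final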
ERp5 inh = ERp5 (human) disulfide isomerase inhibition | ERp5 insulin aggregation, absorbance 650 nm, 90 min | 0.05% of 350,000 active | inhibition, % at 9.99 µM | AID 651711;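 active = mean replicate inhibition above about 25%, with every replicate also reaching it, limit read from the data, passing the limit was not always enough; inconclusive = only one of those two criteria met; inactive = neither criterion met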
Target sequence (Q15084 whole entry, looked up): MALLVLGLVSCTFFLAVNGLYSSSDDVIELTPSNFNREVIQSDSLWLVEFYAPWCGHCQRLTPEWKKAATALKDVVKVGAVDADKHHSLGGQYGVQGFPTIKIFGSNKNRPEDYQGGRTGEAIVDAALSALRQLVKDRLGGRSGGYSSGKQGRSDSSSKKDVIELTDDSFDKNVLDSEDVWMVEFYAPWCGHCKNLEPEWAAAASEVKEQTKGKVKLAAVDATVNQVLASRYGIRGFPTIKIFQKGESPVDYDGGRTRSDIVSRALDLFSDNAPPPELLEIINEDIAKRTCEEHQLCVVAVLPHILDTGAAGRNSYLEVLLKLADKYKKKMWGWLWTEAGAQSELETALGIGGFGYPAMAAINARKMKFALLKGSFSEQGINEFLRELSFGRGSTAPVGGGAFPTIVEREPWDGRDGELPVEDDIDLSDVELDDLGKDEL
ARNT-TACC3 inh = disrupts binding between human ARNT and TACC3. AlphaScreen His-ARNT PAS-B/GST-TACC3 binding, luminescence; TACC3 fragment carries E629A point mutation. inhibition, % at 9.99 µM. AID 623870. 0.66% of 390,000 active. Q9Y6A5;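 active = mean inhibition of replicates at least 50% and at least half of replicates each reaching 50%; inconclusive = half or more replicates reach 50% but mean below 50%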;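 note: 0% = complete ARNT plus TACC3 wells and 100% = ARNT alone without TACC3; many hits fall short of the cut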
* marks the source's active call; other numbers are inactive results; ? = inconclusive; / = no result given; & = joins results of further samples.

SMILES	CFTR F508del cor	GSIS activator	PAX8 reporter	DENV2 CPE rescue	EWS-Fli block	Xi reactivation	ERp5 inh	ARNT-TACC3 inh
Cc1cc(C)c(C)c(OCCCCN(C)Cc2ccccc2)c1	4.0	-33	9	5	20	0.1	-6	2
O=C(NCC1CCCO1)c1ccc2c(c1)N(Cc1ccc(F)cc1Cl)C(=O)CS2 (stereo not drawn)	-1.2	1	18	-2	/	0.3	2	0
CCCNC(=O)c1ccc(N2CCC3(CC2)CC(c2ccccc2)=NO3)c(NC(=O)c2cccc(OC)c2)c1	1.7	9	-4	-12	19	0.0	-2	3
COc1ccc(OC)c(C(C)NC(=O)C(C)Cc2ccccc2)c1 (stereo not drawn)	-1.9	-4	6	3	5	0.0	4	11
CCOC(=O)c1ccc(N/C=C/C(=O)C(C)(C)C)cc1	4.9	-22	-72	-9	-43	0.4	-4	4
c1ccc(C2CC(c3ccccc3)n3c(nc4ccccc43)N2)cc1 (stereo not drawn)	0.6	11	15	7	1	0.1	1	-7
O=C(Nc1ccc2nc3n(c(=O)c2c1)CCCCC3)c1c(F)ccc([N+](=O)[O-])c1F	-0.7	-36	72*	-1	/	-0.1	-5	-8
COc1ccc(S(=O)(=O)Nc2ccc3c(c2)C(=O)N([C@@H](C)CO)C[C@@H](C)[C@H](CN(C)C(=O)Nc2c(C)noc2C)OCCCC[C@H](C)O3)cc1	-1.2	-4	5	10	-16	0.1	0	4
CNC[C@H]1OCCCC[C@H](C)Oc2ccc(NS(=O)(=O)c3c(C)noc3C)cc2C(=O)N([C@@H](C)CO)C[C@@H]1C	0.4	1	-25	-9	-15	-0.8	/	-18
O=C(C[C@@H]1C[C@@H]2c3cc(NS(=O)(=O)c4ccc(F)cc4)ccc3O[C@@H]2[C@H](CO)O1)NCc1ccc(Oc2ccccc2)cc1	-2.5&1.8	-18&-31	56&32	5&14	25&16	0.0&0.7	-3&2	12
Cc1ccc(S(=O)(=O)N(C)C[C@@H]2OCCCC[C@H](C)Oc3ccc(NC(=O)c4ccncc4)cc3C(=O)N([C@@H](C)CO)C[C@H]2C)cc1	0.1	-15	-31	1	-12	0.0	4	-4
COc1ccc(C(=O)NC2CCCCCC2)cc1S(=O)(=O)N1CCCC1	0.0	-26	-4	7	3	0.2	-4	-5
COC(=O)C[C@@H]1C[C@@H]2c3cc(NC(=O)c4ccc5c(c4)OCO5)ccc3O[C@@H]2[C@H](CO)O1	-4.2	1	-8	-4	-14	0.1	-3	-4
O=C(CNC(=O)c1ccc(N2C(=O)c3ccccc3C2=O)cc1)OCC(=O)c1ccccc1	0.3	4	4	6	-12	0.3	0	1
O=C(Nc1ccc(O)c2c(=O)cc(-c3cccc(Cl)c3)oc12)c1ccccc1Cl	-2.2	-2	32	?	14	0.0	1	1
Cc1ccc(N2C(=O)N3[C@H](c4cccc(C)c4)[C@@H]4C(=O)N(Cc5ccccc5)C(=O)[C@@H]4[C@]3(C)C2=O)cc1	2.3	8	-15	-4	1	-0.1	1	5
CS(=O)(=O)N1[C@@H](C#N)[C@H](c2ccc(C#CC3CCCC3)cc2)[C@@H]1CO	0.2	-15	11	0	1	0.0	2	8
C[C@@H]1CN([C@H](C)CO)C(=O)c2cc(-c3ccccc3F)cnc2O[C@@H]1CN(C)C(=O)CN(C)C	2.5	-7	/	-2	-1	0.1	1	-8
CCCOc1ccc(-c2c(C(=O)N/N=C(\C)c3cccs3)nnn2-c2nonc2N)cc1	1.2	-4	-10	-2	/	-0.1	-8	-7
Cc1ccc(S(=O)(=O)NCC[C@@H]2CC[C@H](NC(=O)c3cnccn3)[C@H](CO)O2)cc1	1.6	4	19	11	3	0.2	-3	-24
COc1ccc(C#Cc2ccc3c(c2)[C@@H]2[C@@H](CCN2S(=O)(=O)C2=NC(C)C=N2)[C@H](CO)N3C)cc1 (stereo partly drawn)	0.4	-9	-35	1	-7	0.0	1	10
COc1ccc(/C=N/N=C/c2c[nH]c(=O)c(C#N)c2Nc2ccccc2)cc1	/	0	14	/	/	0.2	/	-6
COc1ccc(Cc2noc(CN3CCCN(Cc4ccc(F)cc4)CC3)n2)cc1OC	/	5	1	-4	13	0.1	3	/
NC(=O)C1CCN(c2ncccc2[N+](=O)[O-])CC1	0.2	-2	16	12	0	0.1	0	1
O=C(CCC(=O)n1ncc2ccccc21)N1CCCCC1	-4.6	/	4	7	6	0.2	5	-7
(list continues)
SMILES	CFTR F508del cor	GSIS activator	PAX8 reporter	DENV2 CPE rescue	EWS-Fli block	Xi reactivation	ERp5 inh	ARNT-TACC3 inh
COc1ccc(S(=O)(=O)N2Cc3ccccc3CC2C(=O)O)cc1OC (stereo not drawn)	-0.6	15	-6	-4	-6	0.1	-5	2
CCOc1ccc(-n2c(C)nc3cc(C(=O)NCC4CCCO4)ccc32)cc1 (stereo not drawn)	-3.3	3	10	?	2	0.0	-1	-2
COc1ccc(-c2nn(-c3ccccc3)cc2/C=N/Nc2ccccn2)cc1OC	/	-46	0	/	/	0.4	/	14
CCC(=O)N1CCC1(C)C(=O)Nc1cccc2c1CCCC2 (stereo not drawn)	1.9	6	-12	14	3	0.0	-1	/
CN(c1ccc(Cl)cc1)S(=O)(=O)c1nnc(NC(=O)c2ccco2)s1	-3.7	-7	-11	15	15	0.0	11	1
Cc1[nH]nc2c1C(c1ccc3c(c1)OCO3)N(Cc1ccccc1)C2=O (stereo not drawn)	-1.2	-22	1	2	-7	-0.1	-4	/
COc1ccc(C(=O)Nc2ccc([N+](=O)[O-])cn2)c(OC)c1	/	22	-187	/	/	0.1	/	1
C[C@H](CO)N1C[C@H](C)[C@H](CN(C)Cc2ccc(-c3ccccc3)cc2)Oc2ccc(NC(=O)Nc3ccc(F)cc3)cc2C1=O	3.3	-7	/	12	6	-1.4	-6	11
CCCSc1ccc(C(=O)Nc2ccc(F)cc2F)cn1	-0.1	18	-13	9	-83	0.1	0	-31
COc1cc(-c2nnc(NC(=O)CCS(=O)(=O)c3ccc(F)cc3)o2)cc(OC)c1OC	-2.4	-1	-7	4	6	0.0	2	33
COc1ccc(OC)c(C(=O)NC2CC(C)(C)Cc3c2cnn3-c2ccccc2)c1 (stereo not drawn)	1.1	-10	33	7	/	0.2	0	4
CCCCC(=O)NC(c1ccccc1OC)c1ccc2cccnc2c1O (stereo not drawn)	-0.2	-27	88*	-1	40	-0.2	5	40
CN(C)C(=S)NC(=O)C(c1ccccc1)c1ccccc1	-2.8	1	-11	5	-2	0.1	-7	-4
C[C@@H]1CN([C@@H](C)CO)C(=O)c2cc(NC(=O)Nc3ccc4c(c3)OCO4)ccc2O[C@H]1CN(C)C(=O)Nc1cccc2ccccc12	-1.3	-1	/	3	9	0.0	4	3
COc1ccc(/C=N/n2cnc3c([nH]c4ccc(F)cc43)c2=O)cc1CSc1ccccn1	-0.4	12	0	-4	4	-0.1	0	-2
O=C(CCCc1ccccc1)NCCc1ccc(F)cc1	-1.3	-33	-52	-4	-14	0.2	-2	-8
COc1cc(/C=N/N2CCOCC2)ccc1OCc1ccc(Cl)cc1	-3.6	-2	-202	-2	-74	0.0	-1	2
CC1(C)CC(=O)C=C(c2ccccc2-c2ccc3c(c2)OCO3)C1=O	-0.4	-16	4	-5	2	0.0	0	/
O=C(NCc1ccc(Cl)cc1)c1cccc(NC(=O)c2ccccc2)c1	/	4	-1	-1	8	0.0	-4	0
COC(=O)C1(C)Nc2ccccc2C(=O)N1c1ccccc1C (stereo not drawn)	-5.6	18	-15	1	-3	0.4	-1	42
O=C(Nc1ccc(C(=O)N2CCCCC2)cc1)C1CC1	1.6	3	-9	1	-2	0.1	0	20
O=C(/C=C/c1ccc(Cl)cc1)N1CCN(c2ccccc2[N+](=O)[O-])CC1	0.7	/	0	/	-12	0.0	4	2
Cn1c(SCc2c(Cl)cccc2Cl)nnc1-c1ccc2nonc2c1	-2.0	-32	-18	-2	1	0.0	-1	-6
COc1ccc(NC(=O)Nc2ccc3c(c2)CC(=O)N([C@@H](C)CO)C[C@@H](C)[C@H](CN(C)CC2CCCCC2)O3)cc1	0.3	-18	36	2	0	0.2	4	11
CN1CCCN(C(=O)c2ccc(Br)s2)CC1	-2.3	-1	5	3	-1	0.1	-3	1
Later entries:
SMILES	CFTR F508del cor	GSIS activator	PAX8 reporter	DENV2 CPE rescue	EWS-Fli block	Xi reactivation	ERp5 inh	ARNT-TACC3 inh
O=C(CCC1CCCCC1)NCCS(=O)(=O)N1CCN(c2ccccc2)CC1	2.5	-15	5	5	6	0.2	1	-3
CO[C@@H]1CN(C)C(=O)c2ccc(NC(=O)c3ccc4c(c3)OCO4)cc2OC[C@H](C)N(CCC(F)(F)F)C[C@H]1C	3.0	-34	/	-2	-3	0.0	-2	-1
COc1cccc(S(=O)(=O)N2[C@@H]3CNC[C@H]2C3c2ccc(-c3cccc(C(=O)N(C)C)c3)cc2)c1 (stereo partly drawn)	0.9&-1.8	1&11	-9	3&-10	-6&0	0.1&0.0	-1	/
Cc1cc(N2CCOCC2)nc(-c2ccccc2O)n1	/	32	-17	/	/	6.8	/	-5
O=C(CNC(=O)c1sc2ccccc2c1Cl)OCc1ccccc1	0.3	6	0	-6	/	0.4	4	-6
COc1ccccc1S(=O)(=O)N[C@H]1CC[C@H](CCn2cc(C3CC3)nn2)O[C@H]1CO	-0.5	-4	0	-3	2	0.0	0	-7
CCCS(=O)(=O)NC(=O)C1(C)CCN(C(=O)c2nc(C)oc2C)C1 (stereo not drawn)	-1.3	-12	8	?	3	-0.1	-4	/
Cc1ccc(NC(=O)c2ccccc2NS(=O)(=O)c2ccc(Cl)s2)cc1S(=O)(=O)N1CCOCC1	/	-4	49	-4	-9	-0.1	-3	-1
O=C(COc1ccc2ccccc2c1Br)Nc1cccnc1	2.3	-2	-9	-1	/	0.0	6	1
Cc1noc(-c2ccccc2)c1NC(=O)Nc1ccccc1	-3.9	2	-17	1	2	-0.1	/	-1
CC(=O)c1ccc(NC(=O)CN2CCN(CC(=O)Nc3ccc(C(C)=O)cc3)CC2)cc1	-0.3	0	3	1	-2	0.0	2	7
CCN(CC(=O)Nc1ccc(N2CCOCC2)cc1)C(=O)COc1ccccc1OC	/	22	-38	-7	-30	0.0	-2	/
CC1CCc2nn(CC(=O)NCc3ccc(F)cc3)cc2C1 (stereo not drawn)	-2.2	-14	-6	13	1	0.4	6	-1
CC(=O)c1cccc(NC(=O)CSc2n[nH]c(=O)n2C2CC2)c1	1.8	/	-8	6	1	-0.1	5	-5
NCc1cccc(CNc2ccc([N+](=O)[O-])cc2C(N)=O)c1	-1.3	4	14	4	-4	-0.1	-2	1
COc1ccc(C(C)C)cc1S(=O)(=O)NCCCn1ccnc1	-0.8	5	-5	-2	6	0.1	5	16
Fc1ccc2[nH]c3c(N4CCc5ccccc5C4)ncnc3c2c1	-5.2	-18	9	-7	13	0.2	4	/
COc1cccc(S(=O)(=O)N2CCCCN3[C@H](C2)[C@H](c2ccc(-c4cncnc4)cc2)[C@@H]3CO)c1	2.3	-14	0	/	-3	0.1	/	-5

Fetched by compound from the list above:
SMILES	CFTR F508del cor	GSIS activator	PAX8 reporter	DENV2 CPE rescue	EWS-Fli block	Xi reactivation	ERp5 inh	ARNT-TACC3 inh
COc1ccc(C(=O)NC2CCCCCC2)cc1S(=O)(=O)N1CCCC1	0.0	-26	-4	7	3	0.2	-4	-5
Cc1ccc(N2C(=O)N3[C@H](c4cccc(C)c4)[C@@H]4C(=O)N(Cc5ccccc5)C(=O)[C@@H]4[C@]3(C)C2=O)cc1	2.3	8	-15	-4	1	-0.1	1	5
